Source: PubChem (NCI)
NCI-60 one-dose screen, 48 h, at 10 µM unless noted. Numbers give growth in % (100 = growth as untreated, 0 = no growth, -100 = all killed).
MDA-MB-435: MDA-MB-435 melanoma. hit rate 7.8% among 82,000. AID 1794794
MDA-MB-468: MDA-MB-468 breast cancer | hit rate 8.5% among 78,000 | AID 2202374
BT-549: BT-549 breast cancer; hit rate 4.4% among 78,000
MOLT-4: MOLT-4 leukemia cells | AID 1794779 | hit rate 6.9% among 80,000
K-562: K-562 leukemia; AID 1794777; hit rate 7.4% among 78,000
SR: SR leukemia cells. hit rate 8.7% among 73,000
MCF7: MCF7 breast cancer; AID 1794796; hit rate 6.3% among 82,000
MDA-MB-231: MDA-MB-231 breast cancer. hit rate 5% among 81,000
An asterisk follows results filed as active; . = no result given. The calls were made as follows: active = growth percent below 10; inactive = the rest.

Short keys – A = MDA-MB-435; B = MDA-MB-468; C = BT-549; D = MOLT-4; E = K-562; F = SR; G = MCF7; H = MDA-MB-231
(1) Nc1nc(N)c2cc(CNc3ccc(C(=O)NC(CC(=O)O)C(=O)O)cc3)ccc2n1 (centres undefined)
  A = 38 | B = 61 | C = 58 | D = 33 | E = . | F = 14 | G = 17 | H = 96
(2) CCOC(=O)C1=C(C)NC(=O)NC1c1c(Cl)n(CCCl)c2ccccc12 (centres undefined)
  A = 101 | B = 97 | C = 92 | D = 103 | E = 99 | F = 102 | G = 99 | H = 105
(3) COc1ccc(-c2nc3c(ncc4ccc(-c5ccccc5)nc43)s2)cc1
  A = 99 | B = 77 | C = 106 | D = 83 | E = 90 | F = 85 | G = 80 | H = 95
(4) CCn1c(Sc2nnc(NC(=O)CCN3CCOCC3)s2)nc2c1c(=O)n(C)c(=O)n2C
  A = 97 | B = 83 | C = 100 | D = 96 | E = 91 | F = 82 | G = 98 | H = 92
(5) CN(C)c1ccc(/C=C/C(=O)c2ccc(NC(=O)CSc3nc4c([nH]3)c(=O)n(C)c(=O)n4C)cc2)cc1
  A = 110 | B = 96 | C = 104 | D = 98 | E = 98 | F = 100 | G = 92 | H = 109
(6) COc1ccc(/C=C2\CCC/C(=C\c3ccc(OC)c(OC)c3)C2=O)cc1OC
  A = -8.1* | B = -17* | C = 13 | D = 6.9* | E = 11 | F = 14 | G = . | H = 15
(7) Clc1ccc(/C=C/c2ccccn2)c(Cl)c1
  A = 104 | B = 29 | C = 88 | D = 79 | E = 94 | F = 81 | G = 7.6* | H = 85
(8) CC(=O)NCCCOc1ccc([N+](=O)[O-])cc1
  A = 97 | B = 106 | C = 113 | D = 104 | E = 113 | F = 105 | G = 96 | H = 114
(9) CCOC(=O)/C(=C\Nc1cccc(OCc2ccccc2)c1)NC(=O)c1ccccc1
  A = 97 | B = 97 | C = 104 | D = 86 | E = 90 | F = 86 | G = 94 | H = 79
(10) ClC/C=C/c1ccccc1
  A = 120 | B = 115 | C = . | D = 99 | E = 109 | F = 87 | G = 117 | H = 109

Down the list, from the results shown.
MOLT-4 for entries 1 to 5, in order: 33, 103, 83, 96, 98
K-562 for entries 1 to 5, in order: ., 99, 90, 91, 98
MCF7 for entries 1 to 5, in order: 17, 99, 80, 98, 92

Shown as tab-separated lines: part of the list above.
nr	mol	MDA-MB-435	MDA-MB-468	BT-549	MOLT-4	K-562	SR	MCF7	MDA-MB-231
5	CN(C)c1ccc(/C=C/C(=O)c2ccc(NC(=O)CSc3nc4c([nH]3)c(=O)n(C)c(=O)n4C)cc2)cc1	110	96	104	98	98	100	92	109
6	COc1ccc(/C=C2\CCC/C(=C\c3ccc(OC)c(OC)c3)C2=O)cc1OC	-8.1*	-17*	13	6.9*	11	14	.	15
7	Clc1ccc(/C=C/c2ccccn2)c(Cl)c1	104	29	88	79	94	81	7.6*	85

Following part.
Short keys – A = MDA-MB-435; B = MDA-MB-468; C = BT-549; D = MOLT-4; E = K-562; F = SR; G = MCF7; H = MDA-MB-231
(11) N#Cc1ccc(C(c2c[nH]c3ccc(Cl)cc3c2=O)n2ccnc2)cc1 (centres undefined)
  A = 102 | B = 101 | C = 113 | D = 117 | E = 106 | F = 109 | G = 107 | H = 76
(12) CCCCN(CCCC)CCOc1c[nH]c(=O)[nH]c1=O
  A = 100 | B = 118 | C = . | D = 96 | E = 97 | F = 111 | G = 96 | H = 105
(13) O=S(=O)(NC1c2ccccc2Oc2ccccc21)c1ccccc1
  A = 107 | B = 88 | C = 92 | D = 88 | E = 91 | F = 58 | G = 91 | H = 100
(14) C[C@H]1O[C@@H](O[C@H]2[C@@H](O)C[C@H](O[C@H]3[C@@H](O)C[C@H](O[C@H]4CC[C@]5(C)C6CC[C@]7(C)[C@@H](C8=CC(=O)OC8)CC[C@]7(O)C6CC[C@@H]5C4)O[C@@H]3C)O[C@@H]2C)C[C@H](O)[C@@H]1O (some centres undefined)
  A = -100* | B = -60* | C = -92* | D = -37* | E = -45* | F = -33* | G = -41* | H = -49*
(15) CC(C)(C(N)=O)N1CCN(c2cccc(Cl)c2)CC1
  A = 100 | B = 108 | C = 111 | D = 107 | E = 117 | F = 52 | G = 103 | H = 120
(16) C#C[C@]1(O)CC[C@H]2[C@@H]3CC=C4c5sc(Nc6nc(C)cc(OC)n6)nc5CC[C@]4(C)[C@H]3CC[C@@]21C
  A = 35 | B = 63 | C = 48 | D = 7.9* | E = 14 | F = 12 | G = 8.5* | H = 56
(17) O=C(Cn1nc(-c2ccccc2)ccc1=O)N/N=C/c1ccc(N2CCCCC2)cc1
  A = 95 | B = 101 | C = 138 | D = 82 | E = 80 | F = 75 | G = 72 | H = 100
(18) OCc1ccncc1
  A = 105 | B = 110 | C = 91 | D = 105 | E = 102 | F = 101 | G = 94 | H = 112
(19) CCOC(=O)C(C(=O)OCC)C(=O)C(C)C
  A = 101 | B = 98 | C = 105 | D = 102 | E = 104 | F = 89 | G = 106 | H = 96
(20) CN1CCc2c(sc3nc(-c4c(F)cccc4Cl)[nH]c(=O)c23)C1
  A = 103 | B = 96 | C = 130 | D = 102 | E = 89 | F = 95 | G = 91 | H = .
